High-throughput results deposited in PubChem by several laboratories.
MEX-5 binding – C. elegans MEX-5 TCR-2 RNA binding activity; Q9XUB2; 0.38% of 300,000 active; MEX-5/FITC-TCR2 RNA binding, fluorescence polarization; hits give low values; activity score (negative = inhibition of binding), % at 10 µM;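 active = inhibition past about -25% in most replicates, and total fluorescence under double the plate's negative control median, limit read from the data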;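 also: 0% = DMSO and -100% = 5 µM competing unlabeled TCR2 RNA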
Efflux pump inh – antifungal efflux pump inhibition, Nile Red retention | S. cerevisiae Candida pump triplex | 0.44% of 330,000 active | inhibition, % at 10 µM;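 active = plate passing quality check with inhibition over a set limit, or well fluorescence over plate mean plus 4 SD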;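 also: Nile Red retained in pooled yeast measured as flow cytometry median fluorescence; 0% = buffer negative control and 100% = Enniatin B positive control; higher means more Nile Red kept so more efflux inhibition; some compounds called inactive have numbers as strong as hits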
GLD-1 RNA inh – GLD-1-TGE RNA interaction inhibition (C. elegans). inhibition, % at 5.96 µM. 0.44% of 320,000 active. purified GLD-1 + fluorescein TGE RNA, fluorescence polarization. AID 2280;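 active = percent inhibition above a per-plate cutoff, the plate mean of test compounds plus 3 SD, cut at about 30% in these data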;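 also: 0% = DMSO wells with GLD-1 and probe and 100% = wells lacking GLD-1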
Target sequence (Q17339 whole entry, looked up): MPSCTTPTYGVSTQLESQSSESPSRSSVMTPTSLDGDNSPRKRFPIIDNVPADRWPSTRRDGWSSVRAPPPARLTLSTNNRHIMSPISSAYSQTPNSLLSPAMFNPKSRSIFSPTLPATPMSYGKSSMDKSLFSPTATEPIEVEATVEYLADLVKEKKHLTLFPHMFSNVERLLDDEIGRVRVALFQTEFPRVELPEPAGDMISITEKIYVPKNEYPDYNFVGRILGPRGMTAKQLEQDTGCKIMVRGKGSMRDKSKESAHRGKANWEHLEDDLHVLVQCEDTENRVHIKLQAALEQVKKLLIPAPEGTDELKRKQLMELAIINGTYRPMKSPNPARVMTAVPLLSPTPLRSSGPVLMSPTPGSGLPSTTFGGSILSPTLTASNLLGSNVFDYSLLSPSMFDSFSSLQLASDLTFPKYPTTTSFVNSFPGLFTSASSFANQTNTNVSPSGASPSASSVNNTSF
CR mimetic SO – yeast age-related superoxide inhibition as caloric restriction mimetic; S. cerevisiae aged cells, superoxide DHE fluorescence; hits give low values; superoxide response (% of plate mean), % at 10 µM; 0.18% of 330,000 active; AID 2690;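 active = superoxide response under a set limit, about three screen SD below normal, cut at about 65% in these data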;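 also: yeast aged for seven days with compound at 30 °C before DHE staining; 100% = average MFI of all compound-treated wells on the plate with controls excluded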
Fam108B counter – blocks mouse Fam108B hydrolase in RBBP9 counter-screen; 0.33% of 300,000 active; inhibition, % at 9.51 µM; recombinant Fam108B, FP-Rh probe fluorescence polarization;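 active = inhibition above the screen mean inhibition plus 3 SD, computed separately per campaign, cut at about 18% in these data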;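 also: inhibitors lower polarization as less probe binds the enzyme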
BCLXL inh – blocks human Bcl-xL binding to Bim BH3 peptide | Q07817 | GST-Bcl-xL / FITC-Bim BH3 peptide fluorescence polarization | inhibition, % at 10.9 µM | 0.7% of 320,000 active;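 active = inhibition above the mean of all tested compounds plus 3 SD, cutoff set per campaign, cut at about 30% in these data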;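 also: 0% = DMSO wells and 100% = unlabeled Bim-BH3 peptide competitor; inhibitors lower millipolarization by displacing the labeled peptide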
Target sequence (Q07817 whole entry, looked up): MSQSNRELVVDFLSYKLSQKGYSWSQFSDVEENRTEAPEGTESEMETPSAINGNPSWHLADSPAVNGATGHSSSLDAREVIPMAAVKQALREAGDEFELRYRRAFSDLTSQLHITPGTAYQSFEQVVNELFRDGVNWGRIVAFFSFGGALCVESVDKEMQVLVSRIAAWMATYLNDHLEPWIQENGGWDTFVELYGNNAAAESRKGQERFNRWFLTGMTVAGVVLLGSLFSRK
EBNA-1 inh – blocks EBNA-1 binding to DNA; inhibition, % at 14.8 µM; EBNA-1 DNA binding, fluorescence polarization; 0.34% of 300,000 active; in the data active = inhibition above about 28%
MCL1-BIM inh – disrupts human MCL1 binding to BIM-BH3 peptide. inhibition, % at 10.9 µM. GST-MCL1 / FITC-Bim-BH3 fluorescence polarization. 0.68% of 320,000 active;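 active = inhibition above the mean inhibition of all tested compounds plus 3 SD, set per campaign, cut at about 40% in these data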;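 also: 0% = DMSO wells and 100% = unlabeled Bim-BH3 peptide control; higher means more loss of mP so more displacement of Bim peptide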
ZTA counter – counter-screen for EBNA-1 inhibitors: inhibitors of Epstein-Barr virus ZTA. ZTA-DNA binding, fluorescence polarization. inhibition, % at 11 µM. 0.15% of 320,000 active; in the data active = inhibition above about 33%
Target sequence (P03206 whole entry, looked up): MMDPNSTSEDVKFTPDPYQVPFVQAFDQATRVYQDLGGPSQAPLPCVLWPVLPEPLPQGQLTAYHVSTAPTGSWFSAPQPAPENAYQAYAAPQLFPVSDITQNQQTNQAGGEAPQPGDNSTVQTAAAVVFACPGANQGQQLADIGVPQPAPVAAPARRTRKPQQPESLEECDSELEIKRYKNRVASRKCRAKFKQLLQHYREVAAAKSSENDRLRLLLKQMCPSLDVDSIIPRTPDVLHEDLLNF
* = called active by the depositor; . = not tested or not shown.

SMILES	MEX-5 binding	Efflux pump inh	GLD-1 RNA inh	CR mimetic SO	Fam108B counter	BCLXL inh	EBNA-1 inh	MCL1-BIM inh	ZTA counter
C=CCN(CC=C)CCOc1ccccc1F	1.0	0.0	1	111	-3	4	20	-2	17
COc1ccc2c(CC(=O)OCC(=O)c3ccc(F)cc3)coc2c1	.	0.1	-2	106	-1	-8	2	-7	5
Cc1ccc2oc(=O)cc(CN3CCN(C/C=C/c4ccccc4)CC3)c2c1	-1.4	-0.2	3	103	-4	-3	1	2	-13
Cc1c(NC(=O)/C(=C/c2cccs2)NC(=O)c2ccccc2)c(=O)n(-c2ccccc2)n1C	0.8	-0.1	-3	110	-2	-1	-9	6	-7
CCOC(=O)c1cnc(SCC(=O)c2ccc3c(c2)OCCO3)nc1N	-0.3	0.0	3	87	3	7	1	2	18
C[C@@H]1CC[C@]2(C(=O)O)CC[C@]3(C)C(=CCC4[C@]56CC[C@@](O)(OC5)C(C)(C)C6CC[C@]43C)C2[C@H]1C (stereo partly drawn)	.	1.4*	-3	92	0	9	18	0	16
CCN(CC)CCNC(=O)c1ccc(NC(=O)c2ccc(Cl)c(S(=O)(=O)N3CCCCCC3)c2)cc1	-0.5	0.7	-6	101	-17	-8	-15	-8	-8
O=C(CSc1ccccc1)Nc1cccc(NC(=O)c2ccco2)c1	-2.2	-0.1	1	107	-3	4	-2	-2	-12
CNC(=O)c1c(NC(=O)c2ccc(S(=O)(=O)N3CC(C)OC(C)C3)cc2)sc2c1CCN(C(C)C)C2 (stereo not drawn)	-0.8	-0.3	-3	91	1	-6	7	0	6
CCC1=NN(C(=O)c2ccccc2Br)C(O)(c2ccc(Br)cc2)C1 (stereo not drawn)	2.7	0.0	3	106	0	-2	-5	-4	-6
Cc1ccc(C(C)n2cc(C(=O)NCCN3CCN(C)CC3)nn2)cc1 (stereo not drawn)	0.1	0.1	2	91	1	-2	9	1	3
Cc1cc2oc3c(c(=O)c2cc1C)C(c1ccc(C(C)C)cc1)N(CCCN1CCOCC1)C3=O (stereo not drawn)	2.7	0.0	7	99	-1	5	6	-1	21
CCOc1ccc(C2C(=O)N(C3CCCCC3)CC(=O)N2CC2CCCO2)cc1OC (stereo not drawn)	.	-0.1	3	92	-3	1	9	-4	0
O=C(COC(=O)c1ccco1)NCCNC(=O)COC(=O)c1ccco1	0.0	0.1	-4	87	-6	-10	1	-8	6
COC(=O)c1cc(NC(=O)c2cc3ccccc3o2)cc(C(=O)OC)c1	-0.2	0.2	8	96	-2	6	-11	5	-12
CS(=O)(=O)c1ccc(C(=O)OCC(=O)NC23CC4CC(CC(C4)C2)C3)cc1[N+](=O)[O-]	0.5	0.2	-1	95	-14	6	4	-8	-7
COc1ccc(N2C(=NC(=O)C3CCCCC3)SC3CS(=O)(=O)CC32)cc1Cl (stereo not drawn)	-2.2	0.3	-2	88	0	-1	-24	3	-4
CC(C)CC(NC(=O)c1ccc(C#CC(C)(C)O)s1)C(=O)O (stereo not drawn)	0.1	0.0	-1	97	-3	1	5	-7	2
COc1ccc(C(OC(=O)c2ccco2)C(=O)NC2CCCC2)cc1OC (stereo not drawn)	2.2	-0.2	3	93	-2	3	-3	0	13
Cc1nn(Cc2noc(C(=O)NCc3ccccn3)n2)c(C)c1Br	0.5	-0.1	-1	110	2	1	3	-1	2
CSc1ccccc1-c1nnc(-c2ccc(Cl)c(Cl)c2)o1	-1.7	0.1	5	94	-1	8	3	43*	8
COC(=O)c1c(-c2ccc(C)cc2)csc1N	0.5	0.0	11	106	3	-6	-19	-2	-9
COc1ccc(NC(=S)NC(NC(C)=O)C(Cl)(Cl)Cl)c([N+](=O)[O-])c1 (stereo not drawn)	-0.2	0.0	11	92	2	5	-1	11	0
CC12CCC(=O)N1C(C(=O)NCCc1ccc(S(N)(=O)=O)cc1)CS2 (stereo not drawn)	-2.2	0.1	3	104	0	2	-11	2	1
Cc1onc(-c2ccccc2Cl)c1C(=O)Nc1cnn(Cc2ccccc2)c1	2.1	-0.1	2	89	-2	4	6	9	5
CC(Sc1ccccc1)C(=O)N1CCN(S(=O)(=O)c2ccc(Cl)cc2)CC1 (stereo not drawn)	0.5	0.2	-2	88	-1	2	7	-1	-2
O=C(N/N=C/c1cccn1-c1ccc([N+](=O)[O-])cc1)c1cccnc1	3.5	-0.2	-4	101	-1	3	-4	-2	6
O=C(COc1ccccc1)Nc1nnc(S(=O)(=O)N2CCCC2)s1	-0.2	0.1	0	86	0	6	1	11	0
CCC(OCC(O)CN1CCCCC1)c1ccccc1 (stereo not drawn)	-0.3	-0.1	-1	87	-5	9	-6	2	-16
CC(C)CC(CO)N1CCN(C(=O)c2ccc(Cl)cc2)CCC1=O (stereo not drawn)	0.1	-0.1	0	115	0	8	10	10	-4
COc1ccc(CN2C(=NC(=O)c3ccccc3)SC3CS(=O)(=O)CC32)cc1OC (stereo not drawn)	1.4	-0.2	-12	126	-5	0	0	-2	-11
O=C(NC1CC2CCCC(C1)N2C(=O)NCc1ccccc1)C1CC1 (stereo not drawn)	-1.5	0.2	-2	111	0	4	-9	2	-15
CCOCCCNC(=O)Cn1cnc2c(cnn2-c2ccc(C)c(C)c2)c1=O	0.5	0.0	8	101	-1	2	-7	3	8
O=C(COC(=O)c1c(Cl)cccc1Cl)Nc1ccccc1Br	0.5	0.1	2	117	4	6	9	0	-10
Cc1ccc(CNC(=O)CS(=O)(=O)c2cn(CC(=O)N3CCOCC3)c3ccccc23)cc1	-2.3	-0.2	1	96	1	3	4	-6	0
Cc1ccc(S(=O)(=O)N2CCN(CCO)CC2)cc1-c1nnc2c3ccccc3c(C)nn12	2.3	-0.1	5	91	0	2	8	-2	0
C=CCn1c(SCC(=O)Nc2nc(C)cs2)nnc1C(NC(=O)c1ccccc1)C(C)C (stereo not drawn)	-1.2	0.0	5	99	4	4	-2	4	4
CCCc1nc2ccccc2c(=O)n1NC(=O)c1c(O)c2ccccc2n(C)c1=O	-0.3	-0.2	-9	102	-3	2	2	1	3
CCCn1c(=O)c2c(nc3n2CCS3)n(C)c1=O	0.0	0.0	-2	100	2	4	2	-1	-4
CC1CCN(S(=O)(=O)c2ccc3c(c2)c(=O)c(C(=O)NCc2ccccc2Cl)cn3C)CC1	2.6	1.9	1	113	-5	8	11	5	6
COc1ccc(/C=N/OCC(=O)N2CC3(C)CC2CC(C)(C)C3)cc1OC (stereo not drawn)	-2.1	0.3	-3	89	-1	0	-3	-3	-6
O=C(O)c1cccc(S(=O)(=O)Nc2ccccc2Cc2ccccc2)c1	2.8	-0.1	3	100	-2	2	8	2	13
NCC(c1ccccc1)(c1ccccc1)c1ccccc1	-0.8	-0.4	4	84	1	2	8	-5	7
COc1cc(C2CC(=O)c3cnc(NC(=O)c4ccco4)nc3C2)cc(OC)c1OC (stereo not drawn)	1.0	-0.2	-1	103	2	3	5	0	3
NS(=O)(=O)c1ccc(NC(=O)CSc2ccccn2)cc1	1.0	0.1	2	97	4	9	4	9	-4
CC(=O)c1cnc(Nc2cccc(Cl)c2Cl)s1	-0.9	-0.1	10	93	-2	3	10	1	10
COc1ccc(NC(=S)N2CCC(C(=O)c3ccc(C)cc3)CC2)c(OC)c1	1.6	0.0	4	94	0	-7	-4	3	3
COc1cc(/C=N\NC(=O)c2c(C)nc3cc(C)ccn23)ccc1O	-2.2	0.1	-4	89	4	-2	-4	1	0
NC(=O)CN1CCOCCN(CC(N)=O)CCOCC1	0.2	0.1	6	109	3	-4	-13	3	11
Cc1cccc(NC(=O)CCC(=O)N/N=C/c2ccco2)c1C	1.9	0.0	3	94	1	0	-3	-6	19

Complete entries, quoted from the list.
`O=C(O)c1cccc(S(=O)(=O)Nc2ccccc2Cc2ccccc2)c1` across the screens: MEX-5 binding: 2.8; Efflux pump inh: -0.1; GLD-1 RNA inh: 3; CR mimetic SO: 100; Fam108B counter: -2; BCLXL inh: 2; EBNA-1 inh: 8; MCL1-BIM inh: 2; ZTA counter: 13
`COc1cc(C2CC(=O)c3cnc(NC(=O)c4ccco4)nc3C2)cc(OC)c1OC` (stereo not drawn) across the screens: MEX-5 binding: 1.0; Efflux pump inh: -0.2; GLD-1 RNA inh: -1; CR mimetic SO: 103; Fam108B counter: 2; BCLXL inh: 3; EBNA-1 inh: 5; MCL1-BIM inh: 0; ZTA counter: 3

(next part)
SMILES	MEX-5 binding	Efflux pump inh	GLD-1 RNA inh	CR mimetic SO	Fam108B counter	BCLXL inh	EBNA-1 inh	MCL1-BIM inh	ZTA counter
Cc1[nH]c2ccc(-c3n[nH]c(=S)n3C)cc2c1C	-2.4	0.0	2	96	-1	-9	1	-11	2
COc1cccc(C(=O)NNC(=O)c2ccc(NS(=O)(=O)c3cccs3)cc2)c1OC	1.1	-0.1	-4	103	5	7	-7	3	-13
Cc1ccc(S(=O)(=O)N/N=C\c2ccc3c(c2)OCO3)c(C)c1	-0.3	-0.2	-2	104	0	-1	-2	-1	-4
O=C(COC(=O)c1ccccc1SCC(=O)N1CCCC1)NC1CCCCC1	0.9	0.0	1	103	1	-4	-5	-8	-20
Cc1nc(NS(=O)(=O)c2cccs2)c2c3c(sc2n1)CCC3	-3.0	0.1	3	98	8	3	-7	3	10
CC1CCc2cc(F)ccc2N1C(=O)c1ccc2c(c1)OCO2 (stereo not drawn)	-0.3	0.0	1	98	-1	0	0	-1	3
CC(C)NC(=O)N(O)C1N(C(C)C)C(=O)N(Cc2ccc3c(c2)OCO3)C1(C)C (stereo not drawn)	-2.3	0.1	10	88	1	0	9	2	2
CCN1CCN(CC(O)COC(c2ccccc2)c2ccccc2)CC1 (stereo not drawn)	-3.1	0.2	-3	88	5	-1	2	0	9
CC(C)(C)n1nnnc1CN(Cc1ccc(F)cc1)Cc1ccco1	1.5	-0.1	13	97	3	1	7	5	5
Cc1n[nH]c(=S)n1/N=C/c1ccccc1	1.7	0.0	-2	102	-1	-8	10	-15	9
O=C(c1ccccc1)N1CCc2[nH]nc(-c3ccccc3)c2C1	1.6	0.1	0	104	0	6	4	1	9
COc1ccc(Cl)cc1NC(=O)C/C(C)=N/NC(=O)COc1ccc(C)cc1	-0.5	-0.4	1	96	-1	3	1	0	-2
CCC(CC)C(=O)Nc1cc(=O)n(C)c(=O)n1C	0.4	-0.1	-1	87	3	-3	-1	3	0
CCN(CC(=O)Nc1c(F)cccc1F)C(=O)CN1c2cccc3cccc(c23)S1(=O)=O	0.3	0.1	6	82	1	4	-4	11	-10
Cn1c(CO)cnc1S(=O)(=O)Cc1c(Cl)cccc1Cl	-0.9	-0.1	-6	88	3	9	-6	8	-5
O=C(O)CSc1nnc(Nc2ccccc2)n1-c1ccccc1	-0.6	-0.2	3	86	1	-6	5	-7	23
Nc1nnc(SCc2ccccc2Cl)s1	0.9	-0.1	-3	80	1	0	-10	-6	-3
CCCCOC(=O)C(C)c1c(C)[nH]c(=S)[nH]c1=O (stereo not drawn)	.	0.1	-6	104	1	3	-15	-2	-8
COc1ccc(OC)c(NC(=O)C2CC(C)=C(C)CC2C(=O)O)c1 (stereo not drawn)	2.1	0.0	0	111	-2	8	7	2	-5
Cc1ccc(OCc2cc(C(=O)N(C)CCc3ccccn3)no2)cc1C	0.4	0.1	4	107	2	1	-14	-3	-16
COC(=O)/C(C#N)=C/c1c(-c2ccccc2)nc2n1CCS2	-2.8	-0.1	2	105	0	-1	-20	0	-20
COc1ccc(CC2(C)OC(c3ccccc3)=NN2C(C)=O)cc1 (stereo not drawn)	0.4	-0.1	3	76	-3	-1	-4	-6	3
